# High-throughput results: PubChem BioAssay, several laboratories
# Rv3671c protease – inhibitors of M. tuberculosis serine protease Rv3671c; inhibition, % at 5.96 µM; 0.048% of 320,000 active; in the data active = inhibition above about 38%;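 also: extracellular domain of Rv3671c used as enzyme; 0% = enzyme with DMSO and 100% = no enzyme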
# Target sequence (P9WHR9 whole entry, looked up, the tested form may be a part): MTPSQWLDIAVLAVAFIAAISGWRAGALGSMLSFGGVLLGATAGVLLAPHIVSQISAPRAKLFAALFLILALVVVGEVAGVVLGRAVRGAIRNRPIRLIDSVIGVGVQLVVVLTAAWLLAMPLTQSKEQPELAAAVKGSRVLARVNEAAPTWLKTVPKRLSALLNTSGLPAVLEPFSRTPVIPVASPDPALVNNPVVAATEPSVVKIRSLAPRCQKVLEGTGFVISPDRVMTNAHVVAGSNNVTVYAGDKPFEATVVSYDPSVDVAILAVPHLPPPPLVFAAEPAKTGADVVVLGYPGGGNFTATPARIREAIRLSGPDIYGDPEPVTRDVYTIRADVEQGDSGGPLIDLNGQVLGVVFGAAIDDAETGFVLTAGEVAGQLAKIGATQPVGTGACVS
# FadD28 binding – M. tuberculosis FadD28 bisubstrate binding inhibition; FadD28 bisubstrate probe binding, fluorescence polarization; inhibition, % at 12.5 µM; 0.22% of 360,000 active; AID 588549; in the data active = inhibition above about 8.5%, passing the limit was not always enough; inconclusive = no clear call, values can overlap the other calls
# UGM FP inh – inhibitors of M. tuberculosis UDP-galactopyranose mutase | P9WIQ1 | AID 504406 | purified UGM, fluorescence polarization probe displacement | 0.06% of 320,000 active | inhibition, % at 10 µM; in the data active = inhibition above about 10%, passing the limit was not always enough; inconclusive = no clear call, values can overlap the other calls
# Target sequence (P9WIQ1 whole entry, looked up): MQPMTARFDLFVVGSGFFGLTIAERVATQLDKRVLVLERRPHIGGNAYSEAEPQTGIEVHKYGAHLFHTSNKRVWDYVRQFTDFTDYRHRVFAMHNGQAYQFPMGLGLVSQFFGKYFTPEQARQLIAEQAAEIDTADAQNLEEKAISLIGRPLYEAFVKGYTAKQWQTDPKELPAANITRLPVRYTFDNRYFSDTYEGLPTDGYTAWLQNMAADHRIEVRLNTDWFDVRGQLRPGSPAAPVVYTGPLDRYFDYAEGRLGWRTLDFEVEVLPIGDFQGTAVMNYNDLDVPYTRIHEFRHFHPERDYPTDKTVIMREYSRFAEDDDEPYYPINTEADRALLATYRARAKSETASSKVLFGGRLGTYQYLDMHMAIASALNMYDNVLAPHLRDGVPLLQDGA
# FBA Mtb inh – inhibitors of M. tuberculosis fructose-bisphosphate aldolase. P9WQA3. 2.3% of 360,000 active. purified M. tuberculosis FBA, fluorescence read-out. inhibition, % at 1 µM; in the data active = inhibition above about 27%;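 also: 0% = vehicle and 100% = reference inhibitor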
# MazF activator – MazEF (E. coli) toxin RNase activation; FAM/BHQ RNA-DNA oligo cleavage fluorescence, 5 h; P0AE70; activation, % at 20 µM; 0.32% of 350,000 active; AID 504720; in the data active = activation above about 50%
# Target sequence (P0AE70 whole entry, looked up): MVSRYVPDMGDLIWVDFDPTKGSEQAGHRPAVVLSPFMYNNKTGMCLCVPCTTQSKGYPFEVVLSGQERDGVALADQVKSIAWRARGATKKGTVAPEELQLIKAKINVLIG
# BioA inh – inhibitors of Mycobacterium tuberculosis BioA enzyme | purified M. tuberculosis BioA enzyme, plate reader | inhibition, % at 9.99 µM | 0.096% of 360,000 active | AID 602481; in the data active = inhibition above about 40%; inconclusive = no clear call, values can overlap the other calls
# PrPC TRFRET – reduces human prion protein on the cell surface | cell surface PrPC, TR-FRET read-out | 0.43% of 370,000 active | P04156 | inhibition, % at 13.8 µM; in the data active = inhibition above about 24%; also: 0% = median of the test wells and 100% = reference compound wells
# GDH-TPI inh – counter-screen for M. tuberculosis FBA inhibitors: GDH-TPI coupled enzymes; inhibition, % at 4.8 µM; 1.2% of 360,000 active; GDH-TPI coupled enzyme counterscreen, NADH absorbance; in the data active = inhibition above about 30%;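 also: 0% = DMSO wells and 100% = wells lacking the enzyme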
# BoNT F protease – blocks Botulinum neurotoxin F light chain protease. Multiplex microsphere protease cleavage assay, flow cytometry. inhibition, % at 10 µM. 0.22% of 360,000 active; in the data active = inhibition above about 35%, passing the limit was not always enough; inconclusive = no clear call, values can overlap the other calls; also: plate controls were buffer without enzyme for full effect and enzyme alone for no effect
# The depositor's hits bear a star; ? = inconclusive; nt = not tested or not shown; & = joins results of further samples.
Molecule,Rv3671c protease,FadD28 binding,UGM FP inh,FBA Mtb inh,MazF activator,BioA inh,PrPC TRFRET,GDH-TPI inh,BoNT F protease
CCN(CC)C(=O)N1CCN(S(=O)(=O)c2ccc(C)cc2)CC1,-1.8,-4.1,-1.6,2.3,-4.0,-0.9,11.6,-3.4,-4.9
COc1ccc(C(=O)OCCCOC(=O)c2ccc(OC)cc2OC)c(OC)c1,-4.8,-2.7,2.2,-1.0,6.5,-0.3,0.3,-1.4,0.6
COc1ccc(OC)c(NC(=O)CS(=O)(=O)Cc2ccccc2)c1,nt,-3.1,nt,-1.3,-3.5,-0.2,2.5,-0.7,2.6
CC(=O)C1=C(C)NC(SCC(=O)c2ccc(Cl)cc2Cl)=C(C#N)C1c1ccco1 (stereo unspecified),-18.7,-2.1,-1.8,-0.8,-5.6,-0.8,9.4,10.6,13.5
C=CCNC(=O)C1CCN(c2ccc(S(=O)(=O)N3CCOCC3)cc2[N+](=O)[O-])CC1,5.6,-2.5,2.3,-2.2,9.8,nt,-19.1,-3.9,-0.6
COC(=O)/C=C/c1ccc(-n2cncn2)cc1,-12.8,-1.1,3.3,2.1,6.1,-1.4,-1.9,0.6,0.7
CCN1c2ccccc2NC2N=C(OC)C(c3ccccc3)C21 (stereo unspecified),0.2,-0.1,-1.3,-1.4,5.6,nt,nt,5.6,-10.7
Cc1ccc(NC(=O)C2(NC(=O)c3ccccn3)CCCCC2)cc1Br,17.3,-1.9,-0.3,-2.5,-1.3,-1.8,5.7,3.0,-5.0
c1ccc(CN2CCN(Cc3c[nH]c4ccccc34)CC2)cc1,-0.9,-3.1,-0.9,2.6,3.0,-0.7,-2.2,1.1,?
Cc1ccc(-n2c(C)cc(/C=C3\SC(=O)NC3=O)c2C)cc1,1.1,2.6,-3.5,4.7,-7.2,0.0,-9.2,21.9,6.3
CC(Oc1ccccc1)C(=O)Nc1nnc(S(=O)(=O)N(C)c2ccccc2)s1 (stereo unspecified),-5.3,-2.6,-0.1,6.5,2.4,0.5,0.8,13.9,-7.0
COc1ccc(-c2cc(NC=O)c3ncc(-c4cccc(C(F)(F)F)c4)n3c2)cc1OC,nt,-1.5,nt,7.1,nt,0.6,-2.0,8.9,-2.7
CN(C(=O)CCN1C(=O)/C(=C/c2ccc(F)cc2)SC1=S)C1CCS(=O)(=O)C1 (stereo unspecified),nt,-1.6,nt,-0.8,5.9,-1.2,0.5,22.1,-1.6
COC1=CCC2([N+](=O)[O-])CN(C)CC1([N+](=O)[O-])C2 (stereo unspecified),10.9,-2.8,-5.3,2.3,0.1,nt,-4.5,-2.7,-1.7
CC(C)(CNC(=O)c1ccc(NS(=O)(=O)c2ccc(F)c(F)c2)cc1)N1CCOCC1,1.1,0.0,-1.6,5.9,0.8,0.0,-1.5,1.4,-5.7
O=C(COC(=O)c1ccc(F)c(S(=O)(=O)N2CCOCC2)c1)NCCc1ccccc1,3.8,-1.4,5.2,-0.7,5.5,0.1,0.5,0.0,0.1
COc1ccc(CNC(=O)CCn2cccc2)cc1,-10.3,-0.5,-3.5,-1.1,1.9,-1.5,0.7,3.1,8.0
O=C(c1ccco1)N1CCN(C(=O)c2[nH]ncc2[N+](=O)[O-])CC1,0.8,-1.2,-0.8,17.3,3.7,-1.4,-3.1,15.9,5.3
COc1ccc2c(c1)CCCN2S(=O)(=O)c1ccc(Cl)cc1,0.5,0.5,1.9,0.4,1.3,-0.7,5.3,3.4,-8.4
CC(=O)N1CCN(C(=O)c2ccc(NS(=O)(=O)c3ccc4c(c3)OCCO4)cc2)CC1,11.2,-1.2,-3.6,-1.1,6.4,-0.6,4.0,5.0,3.9
COc1ccc2c(c1)CCCC2=O,nt,-3.8,nt,-0.3,6.7,-0.8,-4.1,-12.3,4.7
COc1ccccc1-c1nnc(SCC(=O)N2CCCC2)o1,-3.4,-1.7,0.0,-0.9,7.3,4.2,-8.4,0.0,-4.1
C#C[C@]1(O)CCC2C3C(=O)C=C4C=CCC[C@]4(C)C3CC[C@@]21C (stereo partly specified),nt,0.6,nt,2.5,-20.5,-2.2,-16.9,5.3,2.8
CCNc1nc(N)nc(Oc2ccc(OCc3ccccc3)nn2)n1,-1.5,-1.2,1.8,0.5,-1.5,3.0,-3.9,6.7,-5.9
COc1cc(/C=C2\SC(=O)N(Cc3ccc(F)cc3)C2=O)cc([N+](=O)[O-])c1O,nt,6.0,nt,8.4,-9.3,nt,5.2,7.6,-4.7
O=S(=O)(Cc1nnnn1-c1ccc(Br)cc1)c1ccc(F)cc1,-10.4,-0.6,3.1,-1.6,4.0,9.7,12.8,5.0,5.9
CCCCSc1cc(C)nc(N)n1,0.9,-3.6,-3.3,-1.1,4.0,nt,1.9,-0.3,3.9
Cc1ccc(SCC(=O)NCCN2C(=O)CSC2=O)c(C)c1,2.8,-1.3,-0.5,-6.3,1.2,0.6,-1.3,-1.3,9.4
Cc1ccc(S(=O)(=O)c2nnn3c2nc(N2CCOCC2)c2ccccc23)c(C)c1,10.0,1.3,-1.1,-0.8,0.9,-1.6,-2.0,17.2,8.0
Cc1cccc(NC(=O)Cc2ccc(NC3=NC4CS(=O)(=O)CC4S3)cc2)c1 (stereo unspecified),5.2,-1.2,0.0,2.0,3.9,-1.1,-5.5,1.0,-1.3
COC(=O)c1ccc(C(=O)OC)c(NC(=S)N2CCN(c3ccccc3)CC2)c1,7.4,-1.3,-2.0,29.5*,-12.1,nt,7.0,15.9,-10.9
Cc1occc1-c1nnc(SCC(=O)N2c3ccccc3CCc3ccccc32)n1C,-4.3,-0.4,-2.3,-5.0,4.9,-2.1,-3.7,4.3,-5.9
O=C(CCc1nnc(Cc2ccc(-c3ccccc3)cc2)o1)NCCc1cccnc1,3.1,-4.6,4.9,0.3,2.3,nt,6.2,8.8,-3.7
COc1ccc(NC(=S)N2CCN(Cc3ccco3)CC2)c(OC)c1,-6.1,1.3,-2.0,3.5,8.0,nt,0.2,9.8,-12.6
COc1ccccc1N1CCN(C(=O)c2ccc3c(c2)CCN3S(=O)(=O)c2ccccc2)CC1,-8.2,-3.7,1.0,-1.3,7.3,-0.9,-7.2,-1.0,-1.6
O=C(Nc1ccccc1N1CCN(c2ccccc2)CC1)c1ccccc1F,-6.7,-0.4,1.9,0.8,9.7,nt,-3.2,8.7,-8.5
Cc1cc(C)n(CC(=O)NC2CCCc3c2cnn3-c2ccc(C)c(C)c2)n1 (stereo unspecified),4.2,-1.5,0.2,-0.2,0.3,1.5,5.7,0.0,-2.1
O=C(Cn1cnc2ccccc2c1=O)N1CCN(c2ccccc2)CC1,-3.8,-4.5,-1.5,3.6,6.8,nt,-6.1,-2.7,14.6
Cc1ccc(C)c(CSc2nc3[nH]ncc3c(=O)[nH]2)c1,-6.9,-2.7,1.4,-0.5,9.5,nt,19.8,-3.1,-2.0
CC(C)N(Cc1cnn(C)c1)Cc1nc(Cc2ccccc2Cl)no1,3.5,1.7,-4.5,1.1,-3.5,nt,5.3,0.7,10.6
CC1CC(=O)N(c2ccc(NCc3ccc(Cl)cc3)c([N+](=O)[O-])c2)C1=O (stereo unspecified),0.2,-1.8,2.7,-13.1,214.4*,1.0,-13.3,0.0,-2.4
COc1ccc(-c2c(C#N)c(N)nc3sc(C(=O)c4ccc(C)cc4)c(N)c23)cc1,2.3,-0.2,nt,4.0,-77.2,nt,-1.9,11.5,3.1
COC(=O)CSc1nnc(-c2sc3ccccc3c2Cl)o1,3.9,3.0,-1.1,12.9,0.1,-0.1,2.4,-2.2,-7.9
Cc1onc(-c2c(Cl)cccc2Cl)c1-c1nc2cc(Cl)ccc2c(=O)o1,nt,-1.9,nt,6.8,-1.4,-1.3,-4.1,4.8,nt
O=C(NCCO)c1ccc(Oc2ccc(C(F)(F)F)cc2[N+](=O)[O-])cc1,-1.2,-0.1,-0.2,7.3,0.8,nt,-3.1,7.0,-5.6
CCOC(=O)c1sc(NC(=O)CSc2n[nH]c(-c3ccncc3)n2)c(C#N)c1C,-19.6,-0.8,0.9,10.2,-3.6,0.5,-4.5,18.2,nt
CC1=NCC(C)c2ccccc21 (stereo unspecified),nt,0.6,nt,3.2,2.4,8.7,-1.2,0.4,?
COc1cc(-n2c(=O)c3ccccc3n(Cc3cccc(F)c3)c2=O)cc(OC)c1OC,8.7,-0.9,-0.9,0.1,6.2,nt,1.8,1.3,-9.1
CN(C)S(=O)(=O)c1ccc(N2CCCC2)c(C(=O)N2CCN(c3ccc([N+](=O)[O-])cc3)CC2)c1,-8.8,-3.1,3.0,-4.8,1.9,-2.0,-7.4,4.9,-6.8
CC(C)c1nc2sc3c(c2c(=O)[nH]1)CC(C)(C)OC3,nt,-1.6,2.0,-1.5,6.2,-0.5,-9.0,6.0,22.4
CCOC(=O)C(NCc1ccccc1OC)(NC(=O)c1ccccc1)C(F)(F)F (stereo unspecified),-2.5,-0.4,-0.6,2.7,13.5,0.2,-2.5,4.3,16.0
Cc1ccc(-c2nc3ncccc3o2)cc1NC(=O)c1ccco1,5.4,-4.8,-0.5,-1.5,5.5,-1.6,-4.2,3.0,-10.1
COc1ccc(C(CNC(=O)c2cccc(S(=O)(=O)N3CCCC(C)C3)c2)N(C)C)cc1 (stereo unspecified),-5.8,-0.4,-1.5,-1.0,3.9,nt,-9.0,2.1,-4.7
O=C(NCc1ccccc1)c1cc(C2CCCN(S(=O)(=O)c3cccc4cccnc34)C2)on1 (stereo unspecified),nt,-0.2,nt,3.1,nt,1.0,6.8,14.6,1.9
COCC#Cc1ccc2c(c1)O[C@@H](CN(C)S(=O)(=O)c1cccc(F)c1)[C@@H](C)CN([C@H](C)CO)S2(=O)=O,nt,-4.4,nt,-1.3,-4.9,1.0&2.4,-1.6,-3.3,1.5
CC(C)Oc1ccc(CN2CCC(n3nccc3NC(=O)CCc3ccccc3)CC2)cc1,2.8,-2.3,2.1,-1.3,0.3,-0.9,-9.3,0.0,-4.2
O=C(Nc1c2c(nn1-c1ccc(F)cc1)CS(=O)C2)c1ccc2c(c1)OCO2 (stereo unspecified),-0.3,-0.2,3.9,0.7,1.4,0.0,0.0,-3.9,1.5
COc1cc(C(=O)NCCC(=O)N2CCCCC2)cc(OC)c1OC,-3.3,0.9,1.2,1.3,7.5,-0.1,-1.4,-0.4,-13.9
Cc1cccc(CCNC(=O)CC2C(=O)NCCN2Cc2ccc(F)c(F)c2)n1 (stereo unspecified),5.8,-2.0,0.2,2.6,-2.9,-2.0,-0.6,5.6,-7.9
COc1ccccc1-c1n[nH]c(=S)n1-c1ccccc1,1.2,3.7,3.7,0.1,4.8,-0.8,48.4*,8.4,-2.9
CCOC(=O)c1c(C)n(CC)c2ccc(OC(=O)c3ccc([N+](=O)[O-])cc3)cc12,-5.8,0.4,-2.8,-0.1,-7.1,nt,-0.7,8.1,-31.6
COc1cc(/C=N/Nc2ccccc2[N+](=O)[O-])ccc1OC(=O)c1ccccc1F,-10.2,-4.7,-0.9,-3.1,21.0,-0.3,8.6,2.9,-1.6

# Compound profiles, from the list above. Screens in order: Rv3671c protease | FadD28 binding | UGM FP inh | FBA Mtb inh | MazF activator | BioA inh | PrPC TRFRET | GDH-TPI inh | BoNT F protease
# Shown for Cc1cccc(CCNC(=O)CC2C(=O)NCCN2Cc2ccc(F)c(F)c2)n1 (stereo unspecified) → 5.8 | -2.0 | 0.2 | 2.6 | -2.9 | -2.0 | -0.6 | 5.6 | -7.9
# Shown for CN(C)S(=O)(=O)c1ccc(N2CCCC2)c(C(=O)N2CCN(c3ccc([N+](=O)[O-])cc3)CC2)c1 → -8.8 | -3.1 | 3.0 | -4.8 | 1.9 | -2.0 | -7.4 | 4.9 | -6.8
# Shown for CCOC(=O)C(NCc1ccccc1OC)(NC(=O)c1ccccc1)C(F)(F)F (stereo unspecified) → -2.5 | -0.4 | -0.6 | 2.7 | 13.5 | 0.2 | -2.5 | 4.3 | 16.0

# Outcome played no part in choosing rows; overall some 4.8% were active at least once.
